TWEAK-Fn14 inh – TWEAK-Fn14 signaling inhibition. inhibition, % at 10 µM. TWEAK-stimulated Fn14 reporter cells, luciferase luminescence, 8 h. AID 1159606. actives 2% (n = 360,000); in the data active means inhibition above about 50%
LRH-1 inv ag – suppresses constitutive activity of human LRH-1; O00482; HEK293T StAR-luciferase reporter, LRH-1 transfected, 24 h; inhibition, % at 3.6 µM; actives 0.13% (n = 360,000); AID 602396;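 active means inhibition above the mean inhibition of all tested compounds plus 3 SD, cut at about 73% in these data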;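 further: 0% = DMSO wells and 100% = reporter-only cells lacking LRH-1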
NOD2-RIPK2 inh – inhibitors of human NOD2-RIPK2 interaction; O43353; actives 0.38% (n = 360,000); CHO BLA complementation NOD2-RIPK2, CCF4 ratio; inhibition, % at 4.98 µM; in the data active means inhibition above about 21%;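 further: 0% = vehicle only and 100% = reference blocker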
Target sequence (O43353 whole entry, looked up): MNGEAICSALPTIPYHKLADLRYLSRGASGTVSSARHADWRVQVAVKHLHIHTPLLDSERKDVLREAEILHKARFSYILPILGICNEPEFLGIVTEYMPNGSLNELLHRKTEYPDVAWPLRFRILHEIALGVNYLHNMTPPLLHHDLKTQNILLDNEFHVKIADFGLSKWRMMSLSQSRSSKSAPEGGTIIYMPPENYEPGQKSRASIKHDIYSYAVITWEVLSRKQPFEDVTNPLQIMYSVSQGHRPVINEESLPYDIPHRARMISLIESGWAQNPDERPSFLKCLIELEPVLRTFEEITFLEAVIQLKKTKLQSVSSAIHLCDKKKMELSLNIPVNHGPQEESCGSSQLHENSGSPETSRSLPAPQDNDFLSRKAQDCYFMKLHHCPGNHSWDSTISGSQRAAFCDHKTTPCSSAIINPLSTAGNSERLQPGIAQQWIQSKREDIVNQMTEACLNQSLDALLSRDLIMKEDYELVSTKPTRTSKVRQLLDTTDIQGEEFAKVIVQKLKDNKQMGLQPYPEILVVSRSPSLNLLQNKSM
Exocytosis inh – lytic granule exocytosis inhibition | AID 651702 | inhibition, % at 10 µM | TALL-104 LAMP-1 surface exposure, flow cytometry; cells stimulated with thapsigargin and PMA | actives 0.66% (n = 360,000);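 active means inhibition above about 55%, limit read from the data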
TLR9-MyD88 inh – TLR9-MyD88 interaction inhibition. AID 504734. Q9NR96+Q99836. inhibition, % at 4.98 µM. CHO BLA complementation TLR9-MyD88, CCF4 FRET ratio. actives 0.21% (n = 340,000);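 active means inhibition above the mean over all tested compounds plus 3 SD, cut at about 21% in these data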;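 further: 0% = DMSO only wells and 100% = clavulanate BLA inhibitor control wells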
ABHD5-PLIN5 inh – ABHD5-PLIN5 protein interaction inhibition; Split G. princeps luciferase complementation, luminescence, 4 h; actives 0.78% (n = 360,000); inhibition, % at 4 µM;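 active means inhibition above the mean inhibition across every tested compound plus 3 SD, cut at about 22% in these data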;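 further: 0% = DMSO only wells and the 100% control is not disclosed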
NCOA1 inh – inhibits human SRC1 coactivator; HEK293 GAL4-SRC1 luciferase reporter, luminescence; Q15788; actives 0.12% (n = 360,000); inhibition, % at 3.6 µM;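 active means inhibition above the campaign mean plus 3 SD, with each screening campaign given its own cutoff, cut at about 60% in these data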;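 further: 0% = DMSO treated cells and 100% = gossypol at 36 µM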
NR2F2 inh – NR2F2 (human) inhibition, primary screen; HEK293T NGFI-A luciferase reporter, luminescence; P24468; inhibition, % at 8.6 µM; actives 0.7% (n = 370,000);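 active means inhibition above a per-plate cutoff, mean inhibition of test wells between control levels plus 3 SD, cut at about 38% in these data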;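 further: cells cotransfected with COUP-TFII expression vector driving the NGFI-A reporter; 0% = median of COUP-TF2 test wells and 100% = reporter-only cells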
Target sequence (P24468 whole entry, looked up): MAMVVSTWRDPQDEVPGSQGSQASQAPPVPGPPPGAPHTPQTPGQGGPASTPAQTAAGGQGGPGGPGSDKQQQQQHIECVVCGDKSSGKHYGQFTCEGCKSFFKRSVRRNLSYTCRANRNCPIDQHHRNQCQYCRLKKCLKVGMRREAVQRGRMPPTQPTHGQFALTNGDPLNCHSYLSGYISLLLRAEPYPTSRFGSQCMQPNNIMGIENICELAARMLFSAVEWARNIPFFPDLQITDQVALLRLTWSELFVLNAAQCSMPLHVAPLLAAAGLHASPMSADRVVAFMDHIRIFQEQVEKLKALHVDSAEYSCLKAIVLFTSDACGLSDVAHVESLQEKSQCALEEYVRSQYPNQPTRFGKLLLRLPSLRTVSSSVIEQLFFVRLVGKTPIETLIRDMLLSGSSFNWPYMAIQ
SRC3 inh – inhibitors of human steroid receptor coactivator 3 (SRC3); inhibition, % at 3.6 µM; AID 588352; Q9Y6Q9; actives 0.17% (n = 360,000); HEK293 GAL4-SRC3 luciferase reporter, luminescence;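 active means inhibition above a per-campaign cutoff, the mean of all compounds plus 3 SD, cut at about 60% in these data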;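 further: 0% = DMSO-treated cells and 100% = gossypol-treated cells at 36 µM; higher means less SRC3-driven luciferase light from the GAL4 reporter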
SRC2 inh – inhibits human steroid receptor coactivator 2; actives 0.17% (n = 370,000); HEK293 GAL4-SRC2 luciferase reporter, luminescence; AID 651957; Q15596; inhibition, % at 9 µM;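 active means inhibition above the mean inhibition of all tested compounds plus 3 SD, set per campaign, cut at about 52% in these data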;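 further: 0% = DMSO treated cells and 100% = cells given Gossypol at 36 µM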
TROY NFkB inh – blocks TROY-dependent signaling in reporter cells; AID 1347056; actives 0.98% (n = 360,000); Q293 LMP1-TROYcd NF-kB luciferase reporter, 4 h; inhibition, % at 10 µM;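 active means compounds whose plate-normalised and pattern-corrected inhibition of the luciferase reporter signal at the single screening dose is 50% or more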
An asterisk follows results filed as active; / = not tested or not shown. This is a subset, so the mix of outcomes need not match the whole.

SMILES	TWEAK-Fn14 inh	LRH-1 inv ag	NOD2-RIPK2 inh	Exocytosis inh	TLR9-MyD88 inh	ABHD5-PLIN5 inh	NCOA1 inh	NR2F2 inh	SRC3 inh	SRC2 inh	TROY NFkB inh
COc1cccc(CNC(=O)CN(c2cc(C)cc(C)c2)S(=O)(=O)c2c(C)noc2C)c1	-3	5	-12	8	-1	14	7	-2	16	-15	-8
COc1ccccc1NC(=O)CSC1=NC(=O)C(Cc2ccccc2)C(=O)N1 (stereo unspecified)	6	-3	4	2	7	-5	2	10	-10	11	14
N#Cc1ccccc1OCC(=O)N(C1CCCCC1)C1CCS(=O)(=O)C1 (stereo unspecified)	8	12	-15	3	-16	-7	3	19	-9	7	-8
Cc1ccc(-n2ncc(-c3n[nH]c(=S)o3)c2N)cc1C	-14	-53	-5	-8	2	-7	-27	-24	-47	-24	-17
O=C(c1ccc(OC2CCN(CCc3ccccc3)CC2)cc1)N1CCCC1	-9	-4	-5	10	-16	6	13	7	-13	-21	4
CCOC(=O)NC(Nc1ccc(S(N)(=O)=O)cc1)(C(=O)OCC)C(F)(F)F (stereo unspecified)	15	14	-2	2	-4	11	11	29	14	-6	14
Cc1nn(-c2ccccc2)c(C)c1/C=N/NC(=O)c1cc(C23CC4CC(CC(C4)C2)C3)[nH]n1	14	10	-12	5	3	1	-5	15	12	0	-9
CC(C)(C)C1CCC(=O)N(CCC#N)CC1 (stereo unspecified)	-4	-10	1	8	3	2	-33	13	4	-3	20
COCCCNC(=O)/C(C#N)=C/c1cccc(NC(=O)c2ccccc2Cl)c1	13	-44	3	8	2	13	-7	-8	-9	-23	4
Cc1csc(N(C(=O)CCNC(=O)c2ccc([N+](=O)[O-])cc2)c2ccccc2)n1	-1	7	-14	0	-8	3	2	-5	4	3	-7
O=C(NCCc1ccc(Cl)cc1)C1CCN(S(=O)(=O)c2ccc(Br)s2)CC1	-59	-2	6	65*	3	-5	-10	-7	7	9	23
COC(=O)Cn1cc(C(=O)c2cccs2)c2ccccc21	11	-6	-3	-2	0	6	11	2	-3	-19	5
COc1cc([N+](=O)[O-])ccc1NC(=O)CSc1nccn1C	1	-29	-4	15	-12	2	-6	7	12	-4	5
CCOC(=O)C1=C(C)c2ccccc2OC1C(=O)OCC (stereo unspecified)	-9	4	-8	0	3	1	12	-13	5	-16	1
CCN1C(=O)N(C(C)=O)C2C1N(C(C)=O)C(=O)N2C(C)=O (stereo unspecified)	-5	-8	-6	0	13	-1	-3	18	9	9	-11
CCC1CN(C(=O)N2CCC(C(=O)Nc3ccccc3F)CC2)c2ccccc2O1 (stereo unspecified)	-6	11	-7	1	4	6	14	-1	-27	16	-14
CCOc1ccc2nc(SCC(=O)N3CCCc4ccccc43)sc2c1	-5	-9	-4	-3	0	0	10	9	-10	-6	0
Cc1c(CCC(=O)NCCCCCC(=O)O)c(=O)oc2cc3occ(-c4ccccc4)c3cc12	-17	7	-7	-1	-8	5	22	25	4	9	11
COc1ccccc1CC(=O)N(Cc1ccccc1)c1ccc(C)cc1	-5	-4	8	11	3	-3	-34	3	8	-14	9
O=C(NCc1ccccc1)C(=O)NCC1OCCN1C(=O)c1cccs1 (stereo unspecified)	-9	0	0	2	12	3	-10	-9	-3	-10	9
CCCCn1c(=N)n(CC(=O)c2ccc(Br)s2)c2ccccc21	-10	-7	12	82*	-2	13	4	-2	21	18	14
CC(C)C(C)(C#N)NC(=O)CSc1nnc(-c2ccncc2)n1Cc1ccccc1 (stereo unspecified)	-5	10	4	-3	3	-1	-29	-2	10	3	-5
COc1ccc(/C=N/n2cnc3c([nH]c4ccc(C)cc43)c2=O)cc1CN1CCCC1	8	-12	-3	40	-3	4	-8	5	17	-31	1
Cc1nc(N)sc1-c1csc(Nc2cccc(C(=O)O)c2)n1	10	-3	-10	-9	5	-26	-55	-14	-23	2	-13
O=C(CN1CCCCCC1)Nc1ccc(F)c(F)c1	3	-34	-12	2	1	-7	-9	1	-7	-10	40
C=CCNC(=O)c1onc(CSc2ccccc2)c1C(=O)NCC=C	-13	21	2	-6	6	-4	-14	-18	13	1	4
CCOC(=O)CCSc1nc(N2CCOCC2)c2c(c1C#N)CC(C)(C)OC2	-25	4	-10	-8	-8	6	6	-12	-3	-23	-14
Cc1ccc(S(=O)(=O)N2CCCCC2)cc1NC(=O)COC(=O)C1(C)CC1(Cl)Cl (stereo unspecified)	13	-5	2	11	-6	0	3	-16	9	-13	22
COc1ccc(S(N)(=O)=O)cc1C(=O)NC1CCCc2ccccc21 (stereo unspecified)	-1	1	-7	9	1	0	-4	-6	4	7	18
Cc1c(NC(=O)c2ccc(S(=O)(=O)N(C)C)cc2)cccc1-n1cnnn1	6	-3	-3	3	-19	1	5	0	16	-8	15
O=C(Cc1ccccc1[N+](=O)[O-])NCCCN1CCOCC1	16	-6	-6	3	5	1	-4	-1	-6	4	3
CSc1ccc(C#N)cc1NC(=O)c1ccc(Cl)cc1	-1	7	-6	-11	8	-4	11	5	24	-2	-10
COc1ccc(N2C(=O)CC(Sc3ncn[nH]3)C2=O)c(OC)c1 (stereo unspecified)	2	-4	5	4	4	14	5	26	23	1	14
Cc1[nH]c2ccccc2c1C(=O)C(C)OC(=O)c1ccccc1NCCO (stereo unspecified)	53*	-12	-4	-14	-3	-4	-7	-5	2	5	31
O=C(Nc1ccccn1)C(F)(F)C(F)(F)C(F)(F)C(F)(F)C(=O)Nc1ccccn1	-26	-24	6	-1	-4	7	3	3	9	-5	-6
Cc1c(C(=O)Nc2ccc(Oc3ccccc3)cc2)sc2nc3n(c(=O)c12)CCC3	28	-26	-10	1	-13	0	-12	15	2	12	27
COc1ccc(CCNC(=O)CSCC(=O)Nc2ccccc2)cc1OC	4	-2	-13	15	-14	10	-4	-33	-1	8	-22
CN(C)S(=O)(=O)c1cc(C(=O)NCCCn2ccc3ccccc32)ccc1Cl	24	24	7	2	12	5	-15	12	2	1	-14
Nc1cc(=O)[nH]c(=O)n1-c1ccc(Cl)cc1	-7	12	-2	-6	6	3	-12	-10	14	10	-2
C[N+]1(CC(=O)OC2CCCCCCCCCCC2)CCCC1	-3	18	-1	0	5	10	-25	-14	1	24	7
Nc1ccn([C@@H]2O[C@H](C(=O)N(CCC3=CCCCC3)CC3CC3)[C@@H](O)[C@H]2O)c(=O)n1	3	-2	-2	-2	/	-4	-1	-9	-1	7	12
COc1ccc(-c2noc(CN(C)S(=O)(=O)c3ccccc3)n2)cc1OC	-28	10	1	-1	2	16	-16	5	-16	-7	-14
Cn1nnnc1Sc1ncnc2scc(-c3ccc(-c4ccccc4)cc3)c12	78*	42	-1	10	2	4	-25	-5	-3	4	4
COc1ccccc1/C=C(/C(=O)OCC(=O)NCc1ccccc1)c1ccccc1	1	9	-16	4	-1	-5	-24	8	14	25	11
Cc1ccc(C)c(NC(=O)CN(C)C(=O)c2cc([N+](=O)[O-])ccc2N2CCOCC2)c1	-19	-13	10	-3	2	-3	-19	8	0	-13	3
O=S(=O)(c1cccs1)N1CCN(Cc2nc3ccccc3s2)CC1	13	-3	10	3	-2	4	-35	2	-30	-8	19
O=S(=O)(c1ccc2c(c1)OCCO2)C1CCC(S(=O)(=O)c2c(F)cccc2F)CC1 (stereo unspecified)	-16	1	1	-4	-3	7	-6	8	9	-5	17
O=C(CS(=O)CC(=O)N(c1cccc(F)c1)C(C(=O)NC1CCCCC1)c1ccco1)Nc1ccc(F)cc1 (stereo unspecified)	14	-4	0	0	-3	-2	-16	-2	13	3	7
NC(=O)COC(=O)CNC(=O)c1cc(Cl)cc([N+](=O)[O-])c1	5	-9	-4	0	-6	-1	-8	21	9	19	28
Nc1ccccc1N1CCOCC1	-4	-3	-5	0	-7	1	-1	-17	-25	10	0
COc1ccc(NC(=O)CCNS(=O)(=O)c2cc(Br)ccc2Br)cc1S(N)(=O)=O	16	1	-9	12	3	-6	-15	-13	-3	-8	12
O=C(Nc1ccccn1)c1ccc(Cl)c(S(=O)(=O)N2CCCC2)c1	-3	-43	8	1	-6	4	-5	-7	-36	-21	-45
Cc1cccc(NS(=O)(=O)c2ccc(C(=O)NCC(c3ccco3)N(C)C)cc2)c1C (stereo unspecified)	10	25	-20	-4	4	20	21	2	1	-9	9
CCOc1ccc2c(c1)C(c1ccc(C)o1)=NNC(c1ccncc1)=N2	8	7	8	0	13	2	-2	3	-6	-12	-9

Individual results from above:
In TROY NFkB inh, O=S(=O)(c1ccc2c(c1)OCCO2)C1CCC(S(=O)(=O)c2c(F)cccc2F)CC1 (stereo unspecified) has the entry 17
In NOD2-RIPK2 inh, O=S(=O)(c1cccs1)N1CCN(Cc2nc3ccccc3s2)CC1 has the entry 10

A stretch from further up:
SMILES	TWEAK-Fn14 inh	LRH-1 inv ag	NOD2-RIPK2 inh	Exocytosis inh	TLR9-MyD88 inh	ABHD5-PLIN5 inh	NCOA1 inh	NR2F2 inh	SRC3 inh	SRC2 inh	TROY NFkB inh
COc1ccc(NC(=O)CCNS(=O)(=O)c2cc(Br)ccc2Br)cc1S(N)(=O)=O	16	1	-9	12	3	-6	-15	-13	-3	-8	12
O=C(Nc1ccccn1)c1ccc(Cl)c(S(=O)(=O)N2CCCC2)c1	-3	-43	8	1	-6	4	-5	-7	-36	-21	-45
Cc1cccc(NS(=O)(=O)c2ccc(C(=O)NCC(c3ccco3)N(C)C)cc2)c1C (stereo unspecified)	10	25	-20	-4	4	20	21	2	1	-9	9
CCOc1ccc2c(c1)C(c1ccc(C)o1)=NNC(c1ccncc1)=N2	8	7	8	0	13	2	-2	3	-6	-12	-9
